Source: PubChem (several laboratories)
Rev-erbA mod = Rev-erb alpha (human) modulation; Rev-erbα–FITC-DNA binding, fluorescence polarization, 90 min; activity, % at 10 µM; 370,000 tested, 0.79% active; AID 1259318;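 active = activity above about 14%, limit read from the data; passing the limit was not always enough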;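 note: 0% = DMSO wells with 35 nM protein and 100% = DMSO wells with 750 nM protein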
mABHD4 FP = ABHD4 (mouse) inhibition, primary FP screen; Q8VD66; purified mABHD4, FP-Rh probe fluorescence polarization; inhibition, % at 8.92 µM; 370,000 tested, 0.54% active; AID 720543;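 active = inhibition exceeding the mean over every tested compound plus 3 SD, cut at about 30% in these data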;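 note: 0% = plate median of compound wells and 100% = S159A mutant with DMSO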
Target sequence (Q8VD66 whole entry, looked up): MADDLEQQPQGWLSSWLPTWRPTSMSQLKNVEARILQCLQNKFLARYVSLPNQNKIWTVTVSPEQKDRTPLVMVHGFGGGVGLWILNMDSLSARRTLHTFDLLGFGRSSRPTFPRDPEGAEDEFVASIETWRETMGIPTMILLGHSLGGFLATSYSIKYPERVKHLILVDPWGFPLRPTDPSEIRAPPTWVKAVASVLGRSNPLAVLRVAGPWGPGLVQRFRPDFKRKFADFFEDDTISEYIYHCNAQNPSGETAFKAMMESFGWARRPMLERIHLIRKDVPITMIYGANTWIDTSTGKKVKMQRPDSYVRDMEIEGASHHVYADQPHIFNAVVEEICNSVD
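system = mouse ABHD4 enzyme, wild type | medium = HEPES pH 7.0, NaCl, Pluronic buffer | also added = FP-Rh probe | incubation = Enzyme–compound pre-incubation 45 min, then probe 60 min, both 25 °C | technique = fluorescence polarization, excitation 525 nm, emission 598 nm, BODIPY TMR filters | controls = S159A mutant high control, sample median low control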
HTRA1 inh = blocks human HTRA1 serine peptidase; Q92743; recombinant HTRA1, FP-rhodamine activity-based probe, fluorescence polarization; inhibition, % at 5.96 µM; 340,000 tested, 0.5% active; in the data active = inhibition above about 36%;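 note: 0% = enzyme with DMSO and 100% = wells lacking enzyme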
SIAE primary = inhibitors of human sialic acid acetylesterase SIAE; SIAE FP-Rh probe binding, fluorescence polarization; inhibition, % at 9.66 µM; 370,000 tested, 0.69% active; AID 1053197;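 active = inhibition above a cutoff: mean of compounds within the control limits plus 3 SD of those, cut at about 17% in these data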;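 note: 0% = plate median of compound wells and 100% = probe without SIAE protein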
Target sequence (Q9HAT2 whole entry, looked up): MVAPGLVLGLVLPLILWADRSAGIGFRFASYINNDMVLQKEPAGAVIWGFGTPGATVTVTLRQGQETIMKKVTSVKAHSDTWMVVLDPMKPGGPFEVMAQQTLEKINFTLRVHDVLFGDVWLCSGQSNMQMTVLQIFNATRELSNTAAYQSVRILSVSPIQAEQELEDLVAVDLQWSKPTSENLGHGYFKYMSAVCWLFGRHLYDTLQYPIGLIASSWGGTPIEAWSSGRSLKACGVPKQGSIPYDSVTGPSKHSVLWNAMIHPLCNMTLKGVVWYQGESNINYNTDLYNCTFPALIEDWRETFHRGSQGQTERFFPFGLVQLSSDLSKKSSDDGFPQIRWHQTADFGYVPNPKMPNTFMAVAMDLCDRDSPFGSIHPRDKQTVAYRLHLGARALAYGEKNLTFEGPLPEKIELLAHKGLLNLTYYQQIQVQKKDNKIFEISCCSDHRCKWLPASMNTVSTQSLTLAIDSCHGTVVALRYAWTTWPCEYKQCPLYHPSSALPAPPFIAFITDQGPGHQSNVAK
TCR CD3 inh = blocks the human TCR-CD3 interaction; TAMRA-labeled TCR probe fluorescence, biochemical; inhibition, % at 9.4 µM; 360,000 tested, 0.37% active; in the data active = inhibition above about 19%;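 note: recombinant mutant TCR 2C K166C tagged with TAMRA read by polarization; 0% = receptor in buffer alone and 100% = receptor with positive control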
LEDGF integ inh = blocks HIV-1 LEDGF/p75-dependent DNA integration; TR-FRET IN-LEDGF/p75 DNA integration, Eu/Cy5; inhibition, % at 3.7 µM; 370,000 tested, 0.64% active;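 active = inhibition above the screen-wide mean plus 3 SD, cut at about 13% in these data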;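 note: signal is the Cy5 over europium emission ratio at 671 and 618 nm; 0% = plate median of compound wells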
TDP2 inh = TDP2 (human) inhibition, absorbance primary screen | recombinant TDP2, T5PNP hydrolysis, p-nitrophenol absorbance 415 nm | inhibition, % at 12.8 µM | 370,000 tested, 0.34% active | AID 720702;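 active = inhibition above the mean of all tested compounds plus 3 SD, set per campaign, cut at about 25% in these data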;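 note: 0% = DMSO with enzyme and 100% = buffer with substrate but no TDP2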
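Assay system: recombinant human TDP2 / Reagent: T5PNP substrate at 5 mM, a TopII-DNA adduct mimic / Measured by: epi absorbance from released p-nitrophenol / Evaluation: % inhibition relative to enzyme-containing and enzyme-free wells / Control set: enzyme-free and DMSO wells / Replicates: each compound tested once, singlicate / Schedule: enzyme reaction with compound for 2 h at 37 °C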
PRMT1 inh = blocks human protein arginine methyltransferase 1; recombinant PRMT1, activity-based probe fluorescence polarization; AID 652257; Q99873; 370,000 tested, 1.3% active; inhibition, % at 2.79 µM;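 active = inhibition above about 21% made by adding two undisclosed values, limit read from the data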
PG9 Ab binder = small molecules binding HIV-1 gp120 antibody PG9. inhibition, % at 6.7 µM. TR-FRET gp120-PG9 antibody binding. 360,000 tested, 0.43% active; in the data active = inhibition above about 8.5%
rCAG binder = molecules binding r(CAG) RNA repeats; r(CAG) RNA repeat, TO-PRO-1 dye displacement fluorescence; 370,000 tested, 1.3% active; AID 651821; inhibition, % at 3 µM;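 active = inhibition above the plate cutoff, the mean of all test compounds on that plate plus 3 SD, cut at about 35% in these data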;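 note: 0% = DMSO alone and 100% = 100 µM mitoxantrone as full dye displacement; higher means more dye released from RNA so lower well fluorescence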
* hit, by the source's call. These rows are one share of the data. The share of hits here may be higher or lower than overall.

For Cc1ccccc1OC(C)C(=O)Nc1ccc2c(c1)OCCO2 (stereo not given) the results were Rev-erbA mod 5, mABHD4 FP -8, HTRA1 inh 0, SIAE primary -3, TCR CD3 inh -2, LEDGF integ inh -1, TDP2 inh -11, PRMT1 inh 4, PG9 Ab binder -0.7 and rCAG binder -9.
`COc1ccc(OC)c(NC(=O)Nc2cc(NC(=O)Nc3cc(OC)ccc3OC)c(C)nc2C)c1` gave Rev-erbA mod -1, mABHD4 FP 8, HTRA1 inh -2, SIAE primary 3, TCR CD3 inh 1, LEDGF integ inh -1, TDP2 inh -4, PRMT1 inh -3, PG9 Ab binder -1.4 and rCAG binder 9.
Screening CCOC(=O)CCSc1nc(C(C)(C)C)cc(C(F)(F)F)c1C#N returned Rev-erbA mod 5, mABHD4 FP -3, HTRA1 inh -2, SIAE primary -1, TCR CD3 inh 6, LEDGF integ inh -4, TDP2 inh 2, PRMT1 inh -3, PG9 Ab binder -2.0 and rCAG binder -5.
CCOc1ccc(CCNC(=O)c2nnn(CC(=O)Nc3ccc(OC)cc3)c2N)cc1OCC was read as Rev-erbA mod -5, mABHD4 FP 2, HTRA1 inh -7, SIAE primary 2, TCR CD3 inh -14, LEDGF integ inh 1, TDP2 inh 11, PRMT1 inh 1, PG9 Ab binder -0.8 and rCAG binder 2.
`Cc1ccc(C)c(OCCC(=O)NNC(=O)c2cc(C)oc2C)c1` gave Rev-erbA mod 3, mABHD4 FP 2, HTRA1 inh -9, SIAE primary 6, TCR CD3 inh -2, LEDGF integ inh 2, TDP2 inh 2, PRMT1 inh -3, PG9 Ab binder -1.0 and rCAG binder 2.
Screening O=c1c2cc3cc(Cl)ccc3nc2ncn1CCc1c[nH]c2ccccc12 returned Rev-erbA mod 6, mABHD4 FP -6, SIAE primary -27, LEDGF integ inh 8, TDP2 inh -17, PRMT1 inh -3 and rCAG binder 7.
For COc1cc([C@H]2c3c(cc(OC)c(O)c3OC)C[C@@H](CO)[C@@H]2CO[C@@H]2O[C@H](CO)[C@@H](O)[C@H](O)[C@H]2O)cc(OC)c1O the results were Rev-erbA mod -6, mABHD4 FP 2, HTRA1 inh -1, SIAE primary 5, TCR CD3 inh 9, LEDGF integ inh 0, TDP2 inh -1, PRMT1 inh 3, PG9 Ab binder -2.0 and rCAG binder -1.
CCc1cc2cc(C(=O)Nc3ccccc3F)sc2s1 was read as Rev-erbA mod 11, mABHD4 FP -12, HTRA1 inh -7, SIAE primary 6, TCR CD3 inh -1, LEDGF integ inh 8, TDP2 inh 5, PRMT1 inh 3, PG9 Ab binder -0.1 and rCAG binder 5.
`COc1ccc(Oc2c(C)nc(SCC(=O)c3ccc(Cl)cc3)[nH]c2=O)cc1` gave Rev-erbA mod 1, mABHD4 FP 9, HTRA1 inh -8, SIAE primary -4, TCR CD3 inh 7, LEDGF integ inh 5, TDP2 inh -11, PRMT1 inh -1, PG9 Ab binder -1.4 and rCAG binder 26.
Cc1ccc(Nc2nc(N)c(C#N)c(CC#N)c2C#N)cc1 was read as Rev-erbA mod 2, mABHD4 FP 6, HTRA1 inh 0, SIAE primary -5, TCR CD3 inh 5, LEDGF integ inh -2, TDP2 inh 4, PRMT1 inh 0, PG9 Ab binder -0.5 and rCAG binder 7.

3 records drawn at random from the list so far:
CCc1cc2cc(C(=O)Nc3ccccc3F)sc2s1 was read as Rev-erbA mod 11, mABHD4 FP -12, HTRA1 inh -7, SIAE primary 6, TCR CD3 inh -1, LEDGF integ inh 8, TDP2 inh 5, PRMT1 inh 3, PG9 Ab binder -0.1 and rCAG binder 5.
For COc1cc([C@H]2c3c(cc(OC)c(O)c3OC)C[C@@H](CO)[C@@H]2CO[C@@H]2O[C@H](CO)[C@@H](O)[C@H](O)[C@H]2O)cc(OC)c1O the results were Rev-erbA mod -6, mABHD4 FP 2, HTRA1 inh -1, SIAE primary 5, TCR CD3 inh 9, LEDGF integ inh 0, TDP2 inh -1, PRMT1 inh 3, PG9 Ab binder -2.0 and rCAG binder -1.
For Cc1ccccc1OC(C)C(=O)Nc1ccc2c(c1)OCCO2 (stereo not given) the results were Rev-erbA mod 5, mABHD4 FP -8, HTRA1 inh 0, SIAE primary -3, TCR CD3 inh -2, LEDGF integ inh -1, TDP2 inh -11, PRMT1 inh 4, PG9 Ab binder -0.7 and rCAG binder -9.

Other results follow:
For OCCC1CN(Cc2ccon2)CCN1Cc1ccccc1 (stereo not given) the results were Rev-erbA mod -5, mABHD4 FP 0, HTRA1 inh 5, SIAE primary -2, TCR CD3 inh -2, LEDGF integ inh -8, TDP2 inh 3, PRMT1 inh 1, PG9 Ab binder -2.6 and rCAG binder -4.
`O=C(NCCS(=O)(=O)N1CCN(c2ccccc2F)CC1)C1CC(=O)N(c2ccccc2)C1` (stereo not given) gave Rev-erbA mod -2, mABHD4 FP -5, HTRA1 inh 2, SIAE primary 3, TCR CD3 inh 0, LEDGF integ inh -5, TDP2 inh 2, PRMT1 inh 3, PG9 Ab binder -2.7 and rCAG binder 5.
For CCCC(=O)Nc1ccc(C(=O)NN2C(=O)c3ccccc3C2=O)cc1 the results were Rev-erbA mod -3, mABHD4 FP -4, HTRA1 inh 0, SIAE primary -4, TCR CD3 inh 2, LEDGF integ inh 2, TDP2 inh -8, PRMT1 inh -2, PG9 Ab binder 1.0 and rCAG binder 0.
`CC(C)C(NC(=O)c1ccc(C(C)(C)C)cc1)C(=O)NCC1(N(C)C)CCCCC1` (stereo not given) gave Rev-erbA mod -2, mABHD4 FP -4, HTRA1 inh 9, SIAE primary 3, TCR CD3 inh -2, LEDGF integ inh 2, TDP2 inh 10, PRMT1 inh -5, PG9 Ab binder 1.1 and rCAG binder 0.
Screening COc1cc(OC)cc(C(=O)Nc2cccc(-c3ccc(N4CCOCC4)nn3)c2)c1 returned Rev-erbA mod 3, mABHD4 FP 0, HTRA1 inh -2, SIAE primary -13, TCR CD3 inh 4, LEDGF integ inh 4, TDP2 inh -2, PRMT1 inh -3, PG9 Ab binder -1.1 and rCAG binder -4.
COc1ccc(N(CC(=O)Nc2ccccc2C(=O)N2CCCC2)S(C)(=O)=O)cc1 was read as Rev-erbA mod -4, mABHD4 FP 7, HTRA1 inh 3, SIAE primary 3, TCR CD3 inh -1, LEDGF integ inh 0, TDP2 inh 2, PRMT1 inh 2, PG9 Ab binder -2.6 and rCAG binder -5.
COc1ccccc1CNC(=O)c1cc(C)nn1-c1ccccc1 was read as Rev-erbA mod 0, mABHD4 FP -7, HTRA1 inh 5, SIAE primary -5, TCR CD3 inh 5, LEDGF integ inh -1, TDP2 inh -2, PRMT1 inh -2, PG9 Ab binder -1.0 and rCAG binder -1.
For CCc1ccccc1NC(=O)CSc1nc2n[nH]c(C)c2c(=N)n1-c1cccc(OC)c1 the results were Rev-erbA mod -6, mABHD4 FP -11, HTRA1 inh -60, SIAE primary -11, TCR CD3 inh 4, LEDGF integ inh -3, TDP2 inh 1, PRMT1 inh 2, PG9 Ab binder 1.2 and rCAG binder 7.
For Cc1ccccc1CC(=O)N1CCCC(CNC(=O)c2ccc(F)cc2)C1 (stereo not given) the results were Rev-erbA mod -6, mABHD4 FP -6, HTRA1 inh 2, SIAE primary -3, TCR CD3 inh -6, LEDGF integ inh 3, TDP2 inh -21, PRMT1 inh -1, PG9 Ab binder -1.2 and rCAG binder 0.
`O=C(N/N=C/c1ccccn1)c1ccc(NC(=O)c2ccc(F)cc2)cc1` gave Rev-erbA mod 3, mABHD4 FP -19, HTRA1 inh -5, SIAE primary -2, TCR CD3 inh -6, LEDGF integ inh -6, TDP2 inh -5, PRMT1 inh 5, PG9 Ab binder 0.5 and rCAG binder 7.
CCOC(=O)Cc1csc(SC(C)C(=O)NCC(=O)Nc2ccc(F)c(F)c2F)n1 (stereo not given) was read as Rev-erbA mod 9, mABHD4 FP -9, HTRA1 inh -1, SIAE primary 3, TCR CD3 inh -4, LEDGF integ inh 0, TDP2 inh -3, PRMT1 inh 0, PG9 Ab binder 0.9 and rCAG binder -6.
CCN(CC)S(=O)(=O)c1ccc(Cl)c(C(=O)NNC(=O)c2csc(N3CCOCC3)n2)c1 was read as Rev-erbA mod 9, mABHD4 FP 3, HTRA1 inh 8, SIAE primary -4, TCR CD3 inh 10, LEDGF integ inh 3, TDP2 inh -8, PRMT1 inh 0, PG9 Ab binder -1.5 and rCAG binder 2.
`C/C(=N/NC(=O)COc1ccc(C(C)(C)C)cc1)c1ccc(N2CCOCC2)cc1` gave Rev-erbA mod -2, mABHD4 FP -2, HTRA1 inh -11, SIAE primary -1, TCR CD3 inh 6, LEDGF integ inh 2, TDP2 inh -10, PRMT1 inh 2, PG9 Ab binder -1.6 and rCAG binder 1.
CC(=O)c1c(C)[nH]c(C(=O)OCc2nnc(-c3ccc([N+](=O)[O-])cc3)o2)c1C was read as Rev-erbA mod -12, mABHD4 FP 18, HTRA1 inh 8, SIAE primary 10, TCR CD3 inh 26*, LEDGF integ inh 0, TDP2 inh 0, PRMT1 inh 24*, PG9 Ab binder 1.4 and rCAG binder 9.
Screening O=C1CNC(=O)/C1=C/c1ccc(Br)cc1 returned Rev-erbA mod 3, mABHD4 FP 10, HTRA1 inh -2, SIAE primary 10, TCR CD3 inh 9, LEDGF integ inh -2, TDP2 inh 19, PRMT1 inh 2, PG9 Ab binder -1.1 and rCAG binder 2.
Screening COc1cc(NC(=O)c2ccnnc2)cc(C(=O)Nc2cccc(C(F)(F)F)c2)c1 returned Rev-erbA mod -5, mABHD4 FP -81, HTRA1 inh -62, SIAE primary -67, TCR CD3 inh -7, LEDGF integ inh 3, TDP2 inh -4, PRMT1 inh 2, PG9 Ab binder 1.3 and rCAG binder 11.
O=C(Nc1ccc(F)cc1)C(c1ccccc1)N1CCN(S(=O)(=O)c2ccccc2)CC1 (stereo not given) was read as Rev-erbA mod 5, mABHD4 FP -15, HTRA1 inh -30, SIAE primary -4, TCR CD3 inh 4, LEDGF integ inh 0, TDP2 inh 1, PRMT1 inh 2, PG9 Ab binder 1.6 and rCAG binder 4.
`O=c1[nH]c(CCl)nc2cc(-c3ccc(F)cc3)sc12` gave Rev-erbA mod 6, mABHD4 FP 0, HTRA1 inh 1, SIAE primary 2, TCR CD3 inh 7, LEDGF integ inh 2, TDP2 inh 10, PRMT1 inh -1, PG9 Ab binder -0.2 and rCAG binder 5.
